GLP-1R inv ag = qHTS of GLP-1 Receptor Inverse Agonists (Inhibition Mode) | Glucagon-like peptide 1 receptor (Homo sapiens), P43220 | HEK293 GLP-1R CRE-luciferase, luminescence, 24 h; GLP-1R form is constitutively active | Potency, µM (series often up to 38.3 µM), inactives show top-dose activity change, negative = inhibition, actives largely listed as inhibitors | 410,000 compounds, 1.6% hits; further: potency means the concentration at half of the fitted maximal effect; on the % scale 0 is the no-effect control and ±100 the full control effect; nearly all actives have a fitted effect of over 55% in size
Target sequence (P43220 whole entry, looked up): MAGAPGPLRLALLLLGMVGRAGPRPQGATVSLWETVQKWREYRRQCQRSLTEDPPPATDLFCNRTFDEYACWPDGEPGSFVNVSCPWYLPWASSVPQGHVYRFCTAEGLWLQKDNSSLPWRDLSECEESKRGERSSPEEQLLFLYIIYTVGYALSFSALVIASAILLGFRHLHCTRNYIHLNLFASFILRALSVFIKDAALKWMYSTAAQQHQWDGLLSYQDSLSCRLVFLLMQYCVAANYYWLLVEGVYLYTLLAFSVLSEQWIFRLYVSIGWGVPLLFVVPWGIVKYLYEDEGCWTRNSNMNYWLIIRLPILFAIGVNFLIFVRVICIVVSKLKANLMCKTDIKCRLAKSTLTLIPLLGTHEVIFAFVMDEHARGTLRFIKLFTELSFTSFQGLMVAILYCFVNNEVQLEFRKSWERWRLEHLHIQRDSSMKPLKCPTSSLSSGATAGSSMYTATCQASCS
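Cells are plated, allowed 12 hours at 37 deg C, then treated with compounds for 24 hr before luciferase detection reagent is added and luminescence is read after 12 min at room temperature. The HEK293 line carries constitutively active GLP-1R with a cAMP-responsive reporter.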
EPAC1 antag = qHTS for Antagonist of cAMP-regulated guanine nucleotide exchange factor 3 (EPAC1): primary screen | Rap guanine nucleotide exchange factor 3 (Homo sapiens), O95398 | EPAC1 GEF assay, Rap1b-BODIPY-GDP exchange fluorescence | Potency, µM (top dose mostly 115 µM), for the others: at the highest dose activity change, negative = inhibition, actives largely listed as inhibitors | 360,000 compounds, 0.14% hits | AID 720709, 2013;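 further: potency means the concentration at half of the fitted maximal effect; plate controls were vehicle for no effect and positive control for full effect; nearly all actives have a fitted effect of over 50% in size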
EPAC1 agonist = qHTS for Agonist of cAMP-regulated guanine nucleotide exchange factor 3 (EPAC1): primary screen; Rap guanine nucleotide exchange factor 3 (Homo sapiens), O95398; EPAC1 agonist qHTS, biochemical assay; response scale: 100% = response to 6.5 mM cAMP; Potency, µM (series often up to 154 µM), for the others: at the highest dose activation, most hits filed as activators; 360,000 compounds, 0.073% hits; AID 720707, 2013; further: potency means the concentration at half of the fitted maximal effect; nearly all actives have a fitted effect of over 60% in size
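Multi-concentration qHTS readout: loss of Rap1B-bound BODIPY-GDP fluorescence driven by 100 nM EPAC1 with excess GDP (50 uM), monitored kinetically at room temperature; agonist response expressed relative to 6.5 mM cAMP.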
PTHR1 ag = qHTS for PTHR1 Agonists: Primary Screen; 410,000 compounds, 0.075% hits; Potency, µM (highest dose often 115 µM), inactives show top-dose activation, usual class: activators; HEK293 GP2 PTHR1 cells, GloSensor cAMP luminescence, 1 h; Parathyroid hormone/parathyroid hormone-related peptide receptor (Homo sapiens), Q03431; further: potency means the concentration at half of the fitted maximal effect; nearly all actives have a fitted effect of over 55% in size; some results filed as inactive show a strong effect at the top dose; inactives centre near -15; many of its hits are not listed in these tables
Target sequence (Q03431 whole entry, looked up): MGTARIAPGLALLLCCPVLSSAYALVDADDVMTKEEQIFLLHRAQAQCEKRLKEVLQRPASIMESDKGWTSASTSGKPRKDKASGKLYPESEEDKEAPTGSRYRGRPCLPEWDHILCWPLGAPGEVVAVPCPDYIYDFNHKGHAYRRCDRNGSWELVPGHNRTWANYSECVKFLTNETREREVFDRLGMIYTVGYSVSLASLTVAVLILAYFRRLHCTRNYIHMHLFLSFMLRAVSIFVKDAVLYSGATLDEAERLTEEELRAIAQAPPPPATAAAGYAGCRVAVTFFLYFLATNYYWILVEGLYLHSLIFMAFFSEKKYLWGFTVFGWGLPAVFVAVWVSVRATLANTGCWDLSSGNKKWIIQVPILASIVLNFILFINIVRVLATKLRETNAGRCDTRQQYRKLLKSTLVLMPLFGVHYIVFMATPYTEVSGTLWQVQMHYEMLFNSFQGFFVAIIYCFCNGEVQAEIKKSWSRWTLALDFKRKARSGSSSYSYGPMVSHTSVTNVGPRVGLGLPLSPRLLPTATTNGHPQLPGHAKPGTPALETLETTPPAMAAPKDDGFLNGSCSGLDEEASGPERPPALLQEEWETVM
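HEK-293-derived GP2 cells expressing PTHR1 and a GloSensor cAMP reporter, 3,000/well, plated overnight, given luciferin plus IBMX (each 0.5 mM as added) for 1 h at 37 °C, then compound for 1 h at 37 °C. Luminescence was read after 15 min at room temperature.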
PI5P4Ka inh = qHTS for Inhibitors of phosphatidylinositol 5-phosphate 4-kinase (PI5P4K); Phosphatidylinositol 5-phosphate 4-kinase type-2 alpha (Homo sapiens), P48426; PI5P4Kalpha enzyme, ADP-Glo luminescence, 60 min; hits give low values; max response, %; 330,000 compounds, 1.2% hits; AID 652105, 2013; active means max response of -50% or lower; inconclusive means between -30% and -50%; inactive means -30% or higher; further: value at the top dose of about 77 µM; on the % scale 0 is the no-effect control and ±100 the full control effect
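PI5P4Kalpha ADP-Glo assay; 5 microM ATP final; 60 min RT reaction; HEPES pH 7.4/EGTA/CHAPS, 5% DMSO; controls lacking substrate or enzyme; luminescent end-point.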
IL-2 act = qHTS of IL-2 Activators | IL-2 activation reporter assay, cell-based qHTS; stimulated with anti-CD3/CD4/CD28 beads; in transgenic mouse T cells | activation, % (series mostly up to about 46 µM) | 360,000 compounds, 0.065% hits; in the data active means activation above about 50%; inconclusive means mostly about 30% to 49%; further: 0% is about no effect
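Screening format: compound pinned onto unstimulated transgenic mouse T cells, 60 min incubation, then anti-CD3/anti-CD4/anti-CD28 bead stimulation for 18 hours at 37 degrees C, followed by EGFP and DsRed detection.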
HEK293 tox = qHTS of GLP-1 Receptor Inverse Agonists: Cytotox Screen. HEK293 cAMP-luciferase reporter cells, luminescence, 24 h. 410,000 compounds, 0.13% hits. Potency, µM (series often up to 38.3 µM), for the others: top-dose activity change, negative = inhibition, usual class: inhibitors;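 further: loss of luciferase light is scored as toxicity; potency means the concentration at half of the fitted maximal effect; on the % scale 0 is the no-effect control and ±100 the full control effect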
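MLSMR compounds, 24 hr on cells at 37 deg C/5% CO2; luminescence after luciferase reagent (12 min RT). Inhibition counted as the undesired cytotoxic outcome.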
GLP1R ag = qHTS of GLP-1 Receptor Agonists. Glucagon-like peptide 1 receptor (Homo sapiens), P43220. HEK293 GLP-1R CRE-luciferase, luminescence, 4-6 h; cells express a hypersensitive GLP-1R form. Potency, µM (highest dose often 45.6 µM), for the others: top-dose activation, most hits filed as activators. 380,000 compounds, 0.007% hits. AID 624172, 2012; further: potency means the concentration at half of the fitted maximal effect; % of control where 0% means no effect
PLK1 PBD inh = qHTS for Inhibitors of PLK1-PDB (polo-like kinase 1 - polo-box domain): Primary Screen | Serine/threonine-protein kinase PLK1 (Homo sapiens), P53350 | Plk1 PBD binding of FITC phosphopeptide, fluorescence polarization | Potency, µM, without a hit: max response, negative = inhibition, usual class: inhibitors | 360,000 compounds, 2.8% hits | AID 720504, 2013; further: potency means the concentration at half of the fitted maximal effect; series mostly up to about 57 µM; on the % scale 0 is the no-effect control and ±100 the full control effect; nearly all actives have a fitted effect of over 65% in size
The depositor's hits bear a star; i = inactive; ? = inconclusive; . = not tested or not shown; [ ] = remark or other dose. Unless noted, the call rests on the fitted dose curve; in most records, active means well fitted curve in the direction sought with a large enough effect; inconclusive means small, poorly fitted or top-dose-only effect, or another doubt; inactive means no such curve, though single readings can be large; an effect the other way counts as inactive or inconclusive. An excerpt; count on the stated rates, not on these rows.

SMILES | GLP-1R inv ag | EPAC1 antag | EPAC1 agonist | PTHR1 ag | PI5P4Ka inh | IL-2 act | HEK293 tox | GLP1R ag | PLK1 PBD inh
CCOC(=O)c1cnn(-c2cccc(Cl)c2)c1C1CCN(C(=O)OC(C)(C)C)CC1 | -3% | . | . | -17% | . | . | 6% | -1% | .
C=CCNc1nnc(SCC(=O)Nc2ccccc2OC)c2ccccc12 | 4% | -2% | 2% | -3% | 4 | -2.4 | -3% | 11% | -19%
CCOC(=O)C(NC(=O)c1ccc(OC)cc1)(N1CCOCC1)C(F)(F)F (configuration not stated) | 3% | 1% | 9% | -7% | . | -4.0 | -7% | -2% | ?
C=CCN(c1ccccc1)S(=O)(=O)c1ccc2c(c1)oc(=O)n2C | ? | -12% | -16% | -11% | 9 | 1.6 | 0% | 10% | -18%
COc1ccc(CC(=O)Nc2nnc(C)s2)cc1 | 31%[activator] | 12% | 3% | i | 0 | -0.6 | -4% | 0% | -1%
O=C(Nc1cccc(S(=O)(=O)N2CCCCCC2)c1)c1ccc(=O)[nH]c1 | 16% | -10% | 5% | -24% | -1 | 5.4 | -9% | -4% | -2%
CCN(CC)CCSc1nc(O)c(Cc2ccccc2)c(=O)n1-c1ccccc1 | 17% | 18% | -7% | i | 2 | -1.1 | 2% | -1% | 7%
CC1=NN(c2cccc(F)c2)C(=O)/C1=C/c1ccc(N(C)C)cc1 | 6% | 1% | 8% | i | -1 | 0.0 | 5% | 1% | -1%
CN(C)C(=O)Cn1cc(S(=O)(=O)Cc2ccccc2)c2ccccc21 | 3% | ? | -8% | -17% | 1 | -2.4 | -4% | 6% | -10%
CCCCC[C@@H](C)N1C[C@H](COCc2ccccc2)Oc2cc(N3CCC[C@H]3C(N)=O)ccc2S1(=O)=O | -27% | -3% | -8% | -35% | 3 | -0.9 | -18% | 4% | -13%
COC(=O)c1ccc(CSc2nnc(NC(=O)c3cc4c(s3)CCCC4)s2)cc1 | 0% | -1% | -4% | -4%[57.5 µM] | -2 | 0.3 | -6% | -8% | 0%
Cc1ccc(NC(=O)CCC(=O)OC(C)C(=O)c2ccccc2)cc1 (configuration not stated) | 26% | -16% | 5% | i | 15 | -2.4 | 1% | 10% | -5%
CS(=O)(=O)c1ccc(NS(=O)(=O)c2ccc3ccccc3c2)cc1 | 14% | -9% | -3% | -13% | 0 | 0.1 | 8% | -3% | -12%
NS(=O)(=O)c1ccc(CCNCc2cccs2)cc1 | -4%[7.66 µM] | 1% | -10% | -3% | 7 | 1.3 | -1%[7.66 µM] | 1% | -11%
CSCc1cc(N2CCOCC2)nc(-c2ccccc2)n1 | ? | 0% | 7% | i | 10 | 4.3 | 0% | 12% | -2%
COc1cccc(CN(C)C(=O)c2sccc2-c2ccccc2)c1OC | ? | -19% | 3% | i | 3 | -3.6 | -3% | 2% | -1%
COC(=O)C[C@@H]1C[C@@H]2c3cc(NS(=O)(=O)c4ccc(F)cc4)ccc3O[C@@H]2[C@H](CO)O1 | 0% | 12% | 6% | -28% | 5 | 1.4 | -27% | 6% | 5%
NS(=O)(=O)c1ccc(-c2c(-c3ccccc3)sc3ccccc23)cc1 | -3% | -10% | -10% | i | 28 | -0.4 | 0% | 13% | 3%
CC1(C)Cc2cccc(OCC(=O)OCC(=O)Nc3ccccc3)c2O1 | 13% | -15% | -6% | i | 0 | -3.4 | 11% | -2% | -9%
Cc1nc(-c2c(C(=O)NNC(=O)Nc3c(C)cccc3C)noc2C)cs1 | -1% | 10% | 5% | i | -2 | -0.7 | -2% | 0% | -5%
COc1ccc(C[C@H]2CN3C(=NC[C@H]3Cc3ccccc3)N2CCNC(=O)CCC2CCCCC2)cc1 | ? | -8% | 0% | 5% | -3 | -0.8 | ? | 1% | -12%
CC1(C)CC(=O)C2=C(C1)OC(=O)C2(NC(=O)c1cccs1)C(F)(F)F (configuration not stated) | 0% | -11% | 4% | i | -4 | -2.8 | 19% | -7% | -29%
Cc1nn(C)c(C)c1NC(=O)c1ccc(Br)o1 | 9% | -6% | 2% | -8% | 4 | 3.4 | 10% | 7% | -10%
Cc1nn(-c2ccccc2)c(Cl)c1/C=N/NC(=O)c1cccc(S(=O)(=O)N2CCCC2)c1 | 4% | -7% | 2% | -26% | -1 | 0.6 | -11% | -1% | -15%
Cc1nc(NC(=O)c2ccco2)sc1-c1csc(Nc2ccc(Cl)cc2Cl)n1 | 19% | 6% | -27% | i | -20 | -1.8 | -3% | 3% | -4%
The listing continues:
SMILES | GLP-1R inv ag | EPAC1 antag | EPAC1 agonist | PTHR1 ag | PI5P4Ka inh | IL-2 act | HEK293 tox | GLP1R ag | PLK1 PBD inh
O=C(Nc1ccccc1-c1nnn(CC(=O)N2CCN(c3ccccc3)CC2)n1)c1cccs1 | -9% | -2% | 8% | -7%[57.5 µM] | . | -1.8 | ? | 0% | -7%
Cc1ccc(S(=O)(=O)N2CCOCC2)cc1NC(=O)CNCc1cccnc1 | 0% | 4% | 4% | i | 0 | 0.0 | 1% | -6% | 0%
CCOc1ccc(N(CC(=O)O)S(=O)(=O)c2cccnc2)cc1 | -12% | -3% | 7% | -17% | 1 | -3.4 | 0% | -6% | -10%
O=C(NC(=O)c1ccccc1Cl)C(=O)Nc1ccc(Cl)cc1 | 23% | -15% | 1% | i | -3 | -0.5 | 9% | 1% | 6%
COC(=O)c1cc(NC(=O)CN(c2cccc(OC)c2)S(=O)(=O)c2ccccc2)ccc1Cl | ? | -10% | 23% | 0% | 0 | -0.5 | -23% | -1% | -21%
CC1(C)CC(=O)c2sc(NC(=O)CCS(=O)(=O)c3ccccc3)nc2C1 | -29% | -2% | -1% | -25% | -3 | -2.1 | 13% | 12% | -5%
CCOC(=O)C1=C(C)NC(=O)C(C#N)C1c1ccco1 (configuration not stated) | 0% | 5% | 4% | i | . | 0.8 | 2% | -4% | -4%
Nc1nc(SCC(=O)Nc2ccc(Br)cc2Br)n[nH]1 | 45%[activator] | -5% | 2% | i | -3 | -1.9 | 4% | 5% | 1%
Cc1ccc(C(=O)Nc2ccc3c(c2)OCO3)cc1S(=O)(=O)N1CCCC1 | ? | -3% | 8% | -34%[inhibitor][57.5 µM] | -6 | -0.2 | -24% | 12% | 1%
CC(Oc1coc(CN2CCN(C(=O)c3ccco3)CC2)cc1=O)c1ccccc1 (configuration not stated) | 5% | 4% | -8% | i | -8 | 1.9 | 8% | 6% | -15%
C=CCNC(=O)/C(=C\c1ccc2c(c1)OCO2)NC(=O)c1ccc(Br)cc1 | ? | 1% | 2% | 8% | 5 | -2.6 | 2% | 0% | -13%
CS(=O)(=O)c1ccc(Cl)c(NC(=O)CN2CCN(S(=O)(=O)/C=C/c3ccccc3)CC2)c1 | 45%[activator] | -26% | 14% | -7% | -1 | 0.3 | -8% | -2% | 4%
Cc1ccccc1Nc1nc(N)nc(COC(=O)c2ccco2)n1 | 29% | 5% | 4% | i | 7 | 0.8 | 18% | 12% | 3%
O=C(CN(Cc1ccccc1F)C(=O)c1ccco1)NCc1ccc(F)cc1 | ? | 8% | 3% | -19% | 1 | 2.5 | -6% | 0% | -3%
COc1cccc(CNC(=O)C2CCCN(c3nn4c(=O)cc(C)nc4s3)C2)c1 (configuration not stated) | 1% | 6% | 6% | -9%[57.5 µM] | -9 | -0.7 | -10% | 0% | -7%
Cn1c(SCC(=O)NC2CC2)nnc1-c1ccco1 | -11% | 11% | 7% | 5% | -1 | -0.2 | -7% | 6% | -5%
CCN1CCN(S(=O)(=O)c2ccc(Cl)c(C(=O)NC(C)c3ccccc3Cl)c2)CC1 (configuration not stated) | -18% | -9% | -42%[inhibitor] | i | 2 | 1.5 | -1% | 4% | -3%
CC(=O)c1nn(-c2cccc(Br)c2)cc1C(=O)c1ccccc1 | -10% | -2% | 8% | i | -1 | -0.7 | -5% | -5% | -8%
Cc1n[nH]c(C)c1CCNC(=O)C1CCC(=O)N(Cc2ccccc2F)C1 (configuration not stated) | 15% | -18% | 3% | -43% | 0 | -0.2 | 3% | -4% | -1%
O=C(Cc1ccc(Cl)cc1)Nc1nnc2n1CCS2 | 1% | . | . | i | . | . | -3% | 2% | .
CCOc1ccc(N=Cc2ccc([N+](=O)[O-])cc2)c(O)c1 | 22% | -2% | 11% | -41%[inhibitor] | -13 | 1.0 | -22% | 2% | -24%
COc1ccc(-c2nc(CS(=O)CC(=O)NCc3ccccn3)c(C)o2)cc1 (configuration not stated) | -11% | -20% | -9% | -22% | -14 | -1.8 | 0% | -3% | ?
C[C@H](CO)N1C[C@H](C)[C@@H](CN(C)C(=O)c2ccc3ccn(C)c3c2)OCc2cnnn2CCCC1=O | 20% | 27% | -3% | 1% | 8 | 0.3 | 2% | -6% | -9%

For convenience, 3 of the compounds above:
SMILES | GLP-1R inv ag | EPAC1 antag | EPAC1 agonist | PTHR1 ag | PI5P4Ka inh | IL-2 act | HEK293 tox | GLP1R ag | PLK1 PBD inh
CC(Oc1coc(CN2CCN(C(=O)c3ccco3)CC2)cc1=O)c1ccccc1 (configuration not stated) | 5% | 4% | -8% | i | -8 | 1.9 | 8% | 6% | -15%
C=CCNC(=O)/C(=C\c1ccc2c(c1)OCO2)NC(=O)c1ccc(Br)cc1 | ? | 1% | 2% | 8% | 5 | -2.6 | 2% | 0% | -13%
CS(=O)(=O)c1ccc(Cl)c(NC(=O)CN2CCN(S(=O)(=O)/C=C/c3ccccc3)CC2)c1 | 45%[activator] | -26% | 14% | -7% | -1 | 0.3 | -8% | -2% | 4%

Assay outcomes as filed in PubChem BioAssay.
